Compound activity from PubChem.
MsrA act: activates bovine MsrA enzyme. purified bovine MsrA, absorbance read-out. activation, % at 10.6 µM. 360,000 compounds, 0.3% hits; in the data active = activation above about 7.5%;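 also: 0% = vehicle and 100% = reference activator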
FAS TE block: FAS thioesterase (human) inhibition; recombinant FAS-TE, OMFH fluorogenic substrate, fluorescence endpoint; inhibition, % at 15 µM; 360,000 compounds, 0.67% hits;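 active = compounds whose normalised, plate-corrected inhibition of enzyme fluorescence in the single-dose primary screen is 50% or more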;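 also: 0% = DMSO with enzyme and 100% = substrate without enzyme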
E coli Lon inh: inhibitors of E. coli Lon protease. inhibition, % at 7.94 µM. P0A9M0. 360,000 compounds, 0.42% hits. purified E. coli Lon protease, fluorescence polarization. AID 602123; in the data active = inhibition above about 13%, passing the limit was not always enough;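 also: 0% = enzyme with probe and DMSO and 100% = no enzyme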
MsrA inhibitor: inhibits bovine methionine sulfoxide reductase A; 360,000 compounds, 0.75% hits; inhibition, % at 15.5 µM; purified bovine MsrA, absorbance read-out; in the data active = inhibition above about 4.5%;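 also: 0% = vehicle wells with enzyme and 100% = reference inhibitor wells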
Neddyl block: inhibitors of human cullin neddylation. TR-FRET cullin neddylation, biochemical. AID 651699. calls only at 25 µM. P61081+Q13564. 360,000 compounds, 0.58% hits; in the data active = inhibition above about 36%
Target sequence (P61081 whole entry, looked up): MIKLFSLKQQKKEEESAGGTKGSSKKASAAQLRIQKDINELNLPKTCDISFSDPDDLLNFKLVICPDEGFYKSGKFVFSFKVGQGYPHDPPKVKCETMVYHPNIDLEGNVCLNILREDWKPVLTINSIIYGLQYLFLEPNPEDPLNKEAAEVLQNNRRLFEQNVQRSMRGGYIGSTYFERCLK
Target sequence (Q13564 whole entry, looked up): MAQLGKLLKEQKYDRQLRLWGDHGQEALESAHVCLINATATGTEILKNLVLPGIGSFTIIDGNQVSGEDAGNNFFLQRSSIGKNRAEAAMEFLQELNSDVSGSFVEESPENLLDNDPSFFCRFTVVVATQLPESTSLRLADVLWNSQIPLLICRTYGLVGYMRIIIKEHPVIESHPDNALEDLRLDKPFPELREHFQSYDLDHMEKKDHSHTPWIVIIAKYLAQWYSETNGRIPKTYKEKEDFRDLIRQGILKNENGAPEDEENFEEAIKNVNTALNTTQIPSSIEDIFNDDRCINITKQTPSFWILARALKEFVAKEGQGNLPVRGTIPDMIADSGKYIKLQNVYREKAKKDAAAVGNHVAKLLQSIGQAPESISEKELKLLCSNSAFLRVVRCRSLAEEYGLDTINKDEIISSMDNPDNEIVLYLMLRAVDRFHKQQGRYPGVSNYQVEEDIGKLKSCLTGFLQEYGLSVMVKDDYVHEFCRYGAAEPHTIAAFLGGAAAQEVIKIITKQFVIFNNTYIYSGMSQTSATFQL
MT1-MMP act inh: blocks activation of human MT1-MMP; HT1080 RFP-PRO-GFP cells, GFP/RFP ratio fluorescence, overnight; percent of plate control window, DMSO zero; GFP/RFP ratio change, % at 20 µM; 360,000 compounds, 0.061% hits; AID 651647;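 active = GFP/RFP ratio change of at least 30% with cell ATP level not reduced by more than half and red fluorescence within 50% of control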; also: strong numbers were not always called active
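Assay system – RFP-PRO-GFP reporter HT1080 cells · Compound dosing – single dose of 20 µM compound, 1% DMSO final · Incubation – overnight compound exposure at 37 °C · Measure – GFP/RFP fluorescence ratio · Benchmarks – DMSO wells and RFP-L50D-GFP cells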
SKN-1 block: C. elegans SKN-1 inhibition. C. elegans VP596 Pgst-4::GFP/RFP ratio, acrylamide-induced, 24 h. inhibition, % at 21.8 µM. 360,000 compounds, 0.49% hits;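 active = interference check ratio from 0.5 to 1.5 plus GFP to RFP signal ratio inhibition reaching or exceeding a fixed threshold, cut at about 30% in these data, passing the limit was not always enough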; also: some compounds called inactive have numbers as strong as hits
Rin1-Abl PPI inh: human Rin1-Abl interaction inhibition | P00519+Q13671 | TR-FRET Rin1/Abl binding, biochemical | inhibition, % at 7.35 µM | 360,000 compounds, 0.4% hits | AID 588664; in the data active = inhibition above about 5%, passing the limit was not always enough
CendR NRP1 mod: alters CendR peptide binding to human NRP-1. O14786. FAM-RPARPAR peptide binding to NRP-1, fluorescence polarization. inhibition, % at 25 µM. 360,000 compounds, 0.85% hits;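 active = inhibition or corrected inhibition above about 18%, plus a signal ratio from 0.5 to 1.5, limit read from the data, passing the limit was not always enough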; also: strong numbers were not always called active
Starred values were filed as active, the others as inactive; i = inactive; . = no result given; + = active, no number.

canonical_smiles	MsrA act	FAS TE block	E coli Lon inh	MsrA inhibitor	Neddyl block	MT1-MMP act inh	SKN-1 block	Rin1-Abl PPI inh	CendR NRP1 mod
C[n+]1ccccc1/C=C/c1ccc2ncccc2c1	-4	-3	3	6.9*	i	-1	11	-4	3
CCCCNC(=O)c1ccccc1C(=O)NCCCC	-3	-1	-5	-0.9	i	0	-2	-1	1
COc1ccc(S(=O)(=O)NCc2ccccn2)cc1Br	-2	-4	-1	0.9	i	-3	-2	3	-3
C#CCNC(=O)C1=C[C@@H](c2csc3ccccc23)C[C@@H](OCc2ccc(CO)cc2)O1	-3	9	-16	0.5	i	-2	6	0	-12
CCOC(=O)c1c(C)[nH]c(C)c1C(=O)CSc1nc2ccccc2c(=O)n1-c1ccc(Cl)cc1	-5	37	15	1.4	i	-13	14	1	6
Cc1c(NC(=O)C(C)N2C(=O)C3CCCCC3C2=O)c(=O)n(-c2ccccc2)n1C (centres undefined)	10*	-5	2	0.0	i	-2	-7	1	-5
COc1ccc(OCc2cc(C(=O)N3C[C@@H](C)O[C@@H](C)C3)no2)c(Cl)c1	-6	0	3	-0.3	i	0	9	0	7
CSc1nnc([C@@H](NC(=O)OC(C)(C)C)C(C)C)o1	-1	-9	-1	-0.2	i	0	-9	-1	-1
CCCCCn1c(CCCNC(=O)CC)nc2ccccc21	-3	-1	-3	-1.1	i	-4	13	-1	2
COC(=O)c1ccc2[nH]c(C)cc(=O)c2c1	-3	-6	-1	0.7	.	-2	-2	-2	-10
CN(C)c1ccc(/C=C(\C#N)C(=O)c2ccccc2)cc1	-4	-9	i	1.8	i	-3	22	-6	143
CNc1ccccc1NC(=O)C1CCCN1C(=O)OCc1ccccc1 (centres undefined)	-3	-7	0	1.2	i	3	18	-6	11
COc1ccc(C2=NC(=O)NC2c2ccc(OC)cc2)cc1 (centres undefined)	-1	3	6	1.1	i	0	0	-4	1
Cc1ccc(-c2ccc(/C=N\NC(=O)c3cc4c(ccc5ccccc54)o3)o2)cc1[N+](=O)[O-]	-2	14	-10	0.3	i	-3	-7	-1	-12
CCCCCOC(=O)C1=C(C)N(C)C(=O)NC1c1cc(Br)c(O)c(OC)c1 (centres undefined)	-3	-1	-5	0.4	i	-3	9	2	-7
COc1ccc(S(=O)(=O)N2CCOCC2)cc1NC(=O)CSc1nc(C)c(C)c(C)n1	-1	-8	-12	-0.9	i	3	-3	0	-3
COc1ccc(S(=O)(=O)NC2CCCC2)cc1Br	1	-1	1	1.0	i	4	-3	-1	-4
N#Cc1ccc(CSc2ccc(S(=O)(=O)N3CCCCCC3)cn2)cc1	-4	32	-2	0.1	i	2	16	1	-6
COc1ccccc1C(=O)NCCn1cc(SCC(=O)NCc2ccco2)c2ccccc21	-1	3	-11	0.8	i	3	5	2	11
COc1ccc2c(COC(=O)CNS(=O)(=O)c3ccc(C)c(C)c3)cc(=O)oc2c1	-3	17	-2	1.9	i	1	3	-1	-10
COc1ccccc1C(=O)O/N=C1/CCCc2c1ccc(OC)c2[N+](=O)[O-]	-6	3	-8	-0.6	i	0	-8	-2	-10
Cc1ccc(-c2cc(C(=O)N(C)Cc3cnn(C)c3C)c3cc(Br)ccc3n2)cc1	-9	21	-3	2.1	i	-17	-3	-61	-17
CS(=O)(=O)N(CC(=O)N1CCN(c2ccccc2)CC1)c1cc(C(F)(F)F)ccc1Cl	-3	10	-7	0.6	i	0	0	4	5
Cc1cc(NC(=O)/C(C#N)=C/c2ccco2)n(-c2ccccc2)n1	-4	8	10	8.7*	i	-7	6	-2	-8
FC(F)(F)c1cc(-c2cccs2)nc2cc(-c3ccccc3)nn12	-3	1	-7	0.3	.	0	14	-1	-9
CC(=O)Oc1ccc(-c2ccc(C(=O)NCCc3ccc(S(N)(=O)=O)cc3)cc2)cc1	0	-3	-4	-0.6	i	4	6	3	-10
CCN(CC)C(=O)Cn1cc(C(=O)C(=O)N2CCc3ccccc32)c2ccccc21	-2	-1	-2	2.4	i	-1	2	1	-6
Cc1ccc(O)c(CNc2nc3ccccc3n2C)c1	-11	-4	0	-0.3	i	0	-54	-1	23
COc1ccc2oc(C)c(C(=O)c3ccc(C)cc3)c2c1	-4	20	11	0.4	i	-4	26	-2	-2
Clc1ccc2oc(-c3cccnc3)nc2c1	-12	-8	-6	-0.3	i	-4	50*	5	-9
CSc1nn(-c2ccc(C(=O)OC(C(=O)NC(N)=O)C(C)C)cc2)c(=S)s1 (centres undefined)	7	3	0	0.1	i	-3	0	0	2
O=C(COC(=O)C1CCN(S(=O)(=O)c2cccs2)CC1)c1ccc2c(c1)OCCO2	-2	10	15*	-0.8	i	-9	5	-1	-13
COCCCNC1=C(C#N)C(=O)NC2(CCCC2)S1	-2	-9	-9	0.0	i	-4	20	-5	-11
CCOC(=O)c1c(NC(=O)CN2C(=O)NC3(CCCCC3C)C2=O)sc(C)c1CC (centres undefined)	-2	20	-13	0.6	i	3	-6	-3	3
CC(Nc1oc(-c2ccco2)nc1C#N)c1ccccc1 (centres undefined)	-6	0	-1	0.9	.	4	8	-3	-8
CCCC(=O)C1=C(O)C(C(=O)OC)C(C)(C)CC1=NCCc1ccc(OC)c(OC)c1 (centres undefined)	-2	2	14	-0.6	i	-2	5	2	-9
COc1ccccc1C1CC(=O)NC(C)=C1C(=O)OCC1CCCO1 (centres undefined)	-3	-3	7	1.1	i	7	-3	1	-2
c1cnc(N2CCSCC2)nc1	-1	-7	-10	-0.6	i	0	-4	3	-8
O=C(Nc1ccccc1)OCCOc1ccccc1Br	1	20	3	-0.2	i	3	20	-2	5
COc1ccc2[nH]c3nc(SCC(=O)NNC(=O)c4ccc(OC)c(OC)c4)nnc3c2c1	-2	-5	5	1.8	i	1	-10	-4	1
CC(=O)c1cccc(NC(=O)NNC(=O)c2ccc(Cl)cc2Cl)c1	0	0	10	0.9	i	-5	-6	0	0
CC(C)N(C(=O)CSc1ccc(S(=O)(=O)N2CCCCC2)cn1)c1ccccc1	1	19	-1	0.2	i	-6	8	4	7
COc1ccc(CCNC(=O)C2=CC=CN3CCS(=O)(=O)N=C23)cc1	-1	-9	0	1.1	i	2	-7	-3	-5
COc1ccc(OC)c(NC(=O)c2ccc(-c3csc(C)n3)cc2)c1	-1	16	-3	-1.0	i	1	6	-1	6
Cc1cccc2nc3ccccc3cc12	-2	5	1	-0.7	+	0	12	1	7
O=C(Nc1ccc(S(=O)(=O)N2CCCCC2)cc1)C1CCN(C(=O)c2ccco2)CC1	4	-5	-4	-0.4	i	2	20	1	-2
CCOC(=O)C1(Cc2ccc(OC)cc2)CCN(C(=O)CCN2CCCC2=O)CC1	-8	-8	-6	-0.1	i	8	-5	-2	-3
CC1(C(=O)NC2CCCCCC2)CCN1C(=O)Cc1ccc(-c2ccccc2)cc1 (centres undefined)	-1	22	-3	2.5	i	1	16	1	-6
Cc1cc(=O)oc2cc(OCC(=O)OCC(=O)NCCc3ccccc3)ccc12	-3	-7	-8	-0.7	i	4	8	-3	-2
CCOC(=O)c1c(-c2ccccc2)nnn1-c1nc(OC)nc(N2CCOCC2)n1	-1	3	2	-0.1	i	-1	7	-2	-2

(list continues)
canonical_smiles	MsrA act	FAS TE block	E coli Lon inh	MsrA inhibitor	Neddyl block	MT1-MMP act inh	SKN-1 block	Rin1-Abl PPI inh	CendR NRP1 mod
COc1ccccc1NS(=O)(=O)c1cc(N2Cc3ccccc3C2=N)ccc1N1CCOCC1	-4	-26	-3	-0.2	i	1	-9	1	-10
COC(=O)c1sc(N2C(=O)C(O)=C(C(=O)c3ccc(C)o3)C2c2ccc(OC)c(OC)c2)nc1C (centres undefined)	-6	-1	-44	2.7	i	-3	1	0	-26
O=C(c1ccccc1)c1c[nH]c2cc3c(cc2c1=O)OCCO3	-3	-4	-1	3.3	i	-1	47*	-1	7
N/C(=N\OC(=O)Cc1ccccc1)c1ccccn1	4	-2	0	-0.8	i	11	5	-2	-10
COc1ccc(CCNS(=O)(=O)c2cccc(C)c2)cc1OC	1	-2	7	-1.3	i	1	7	-3	-13
O=c1c2cn[nH]c2nc(SCc2ccc3c(c2)OCCO3)n1-c1ccccc1	-12	-101	-1	-0.1	i	-10	-29	4	-17
O=C(OCCN1C(=O)c2ccccc2C1=O)c1cc2ccccc2o1	-2	21	13	-0.7	i	-2	3	-3	13
CC(=O)Nc1ccc2c(c1)C(=O)c1ccc(Cl)cc1-2	-2	2	-20	0.3	i	-1	-3	0	10
CCOC(=O)/C(C#N)=C/c1cn(CCC(=O)O)nc1-c1ccc(F)cc1	-4	-7	-4	3.5	i	-2	1	-2	1
COc1ccc(Cl)cc1C(=O)NCc1cnn(C)c1C	0	-8	3	-0.2	i	0	-11	0	1
Cc1ccccc1C(=O)NCc1ccncc1	6	-6	-11	0.4	i	0	-13	-1	-5
CC1Cc2ccccc2N1C(=O)/C=C/c1cccc(F)c1 (centres undefined)	-4	32	-4	1.7	i	-1	21	-3	-2
Nc1c(-c2ccccc2)cnn1C1CCS(=O)(=O)C1 (centres undefined)	3	-2	11	-0.4	i	-2	9	-3	12
CCOc1ccc(NC2c3ccccc3C(=O)N2Cc2ccc3c(c2)OCO3)cc1 (centres undefined)	-7	17	1	0.5	i	-3	2	0	7
O=C(Nc1ccc2c(c1)oc1ccccc12)c1cccnc1	-3	1	-4	-0.2	i	2	20	-2	23
CCOC(=O)CSc1nc2c(sc(=S)n2-c2ccc(CC)cc2)c(=O)[nH]1	0	10	-1	2.9	i	10	0	0	-6
Cc1ccc2c(=O)c(CN3CCCCCC3)c(C)[nH]c2c1C	-1	-6	8	-1.4	i	-1	10	4	-2
C=CCn1c(Cc2csc(N)n2)nnc1SCC(=O)Nc1ccccc1C(F)(F)F	-2	-10	-4	0.4	i	-3	7	0	-5
O=[N+]([O-])c1cnc(Nc2ccccc2)nc1Nc1ccccc1	-7	-1	4	-0.2	i	-4	2	2	4

By substructure, those above with a furan ring, fused or not (9)
canonical_smiles	MsrA act	FAS TE block	E coli Lon inh	MsrA inhibitor	Neddyl block	MT1-MMP act inh	SKN-1 block	Rin1-Abl PPI inh	CendR NRP1 mod
Cc1ccc(-c2ccc(/C=N\NC(=O)c3cc4c(ccc5ccccc54)o3)o2)cc1[N+](=O)[O-]	-2	14	-10	0.3	i	-3	-7	-1	-12
COc1ccccc1C(=O)NCCn1cc(SCC(=O)NCc2ccco2)c2ccccc21	-1	3	-11	0.8	i	3	5	2	11
Cc1cc(NC(=O)/C(C#N)=C/c2ccco2)n(-c2ccccc2)n1	-4	8	10	8.7*	i	-7	6	-2	-8
COc1ccc2oc(C)c(C(=O)c3ccc(C)cc3)c2c1	-4	20	11	0.4	i	-4	26	-2	-2
CC(Nc1oc(-c2ccco2)nc1C#N)c1ccccc1 (centres undefined)	-6	0	-1	0.9	.	4	8	-3	-8
O=C(Nc1ccc(S(=O)(=O)N2CCCCC2)cc1)C1CCN(C(=O)c2ccco2)CC1	4	-5	-4	-0.4	i	2	20	1	-2
COC(=O)c1sc(N2C(=O)C(O)=C(C(=O)c3ccc(C)o3)C2c2ccc(OC)c(OC)c2)nc1C (centres undefined)	-6	-1	-44	2.7	i	-3	1	0	-26
O=C(OCCN1C(=O)c2ccccc2C1=O)c1cc2ccccc2o1	-2	21	13	-0.7	i	-2	3	-3	13
O=C(Nc1ccc2c(c1)oc1ccccc12)c1cccnc1	-3	1	-4	-0.2	i	2	20	-2	23
